MsrA inhibitor: bovine MsrA enzyme inhibitors, primary screen, biochemical, absorbance, HTS | Methionine sulfoxide reductase A (Bos taurus) | purified bovine MsrA, absorbance read-out | inhibition, % at 15.5 µM | 360,000 compounds, 0.75% hits | AID 651718, 2012; in the data active = inhibition above about 4.5%;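 note: 0% = vehicle wells with enzyme and 100% = reference inhibitor wells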
CSN deneddyl inh: inhibitors of CSN-mediated cullin deneddylation, primary screen, biochemical, fluorescence polarization, uHTS. AID 651999, 2013. 360,000 compounds, 0.38% hits. inhibition, % at 12.5 µM. Purified CSN, SCF-Nedd8-OG deneddylation;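 active = pattern-corrected inhibition above about 35%, with an unprinted fluorescence ratio check between 0.5 and 1.5, limit read from the data, passing the limit was not always enough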;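 note: 0% = enzyme with substrate and 100% = substrate without enzyme; some results filed as inactive read as strong as hits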
Target sequence (Q92905 whole entry, looked up, one chain of several): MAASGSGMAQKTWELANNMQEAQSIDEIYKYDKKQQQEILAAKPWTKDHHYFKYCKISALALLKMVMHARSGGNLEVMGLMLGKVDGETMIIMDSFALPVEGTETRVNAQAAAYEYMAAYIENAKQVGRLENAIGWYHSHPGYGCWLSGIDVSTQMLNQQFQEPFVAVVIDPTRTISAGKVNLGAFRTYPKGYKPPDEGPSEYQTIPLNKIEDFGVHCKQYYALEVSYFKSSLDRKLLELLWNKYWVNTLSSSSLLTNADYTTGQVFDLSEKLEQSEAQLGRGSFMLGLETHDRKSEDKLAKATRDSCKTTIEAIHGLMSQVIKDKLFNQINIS
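Material: human Csn5 produced in HEK293T cells; Input: enzyme 0.24 nM; Reagent: SCFSkp2-Nedd8OG substrate at 10 nM final; Dosing: 12.5 µM compound; Incubation: 90 min reaction at room temperature; Detection: fluorescence polarization of the substrate; Evaluation: % inhibition of substrate cleavage by Csn5; Control set: substrate-only high control, full reaction low control.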
MsrA act: bovine MsrA enzyme activators, primary screen, biochemical, absorbance, HTS | purified bovine MsrA, absorbance read-out | activation, % at 10.6 µM | 360,000 compounds, 0.3% hits | AID 602163, 2012; in the data active = activation above about 7.5%;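 note: 0% = vehicle and 100% = reference activator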
eLon inh: inhibitors of E. coli Lon protease, primary screen, biochemical, fluorescence polarization; P0A9M0; inhibition, % at 7.94 µM; purified E. coli Lon protease; 360,000 compounds, 0.42% hits; in the data active = inhibition above about 13%, passing the limit was not always enough;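 note: 0% = enzyme with probe and DMSO and 100% = no enzyme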
Neddyl block: inhibitors of cullin neddylation, primary screen, biochemical, TR-FRET, uHTS, NAE and Ubc12 | NEDD8-conjugating enzyme Ubc12 (Homo sapiens) + NEDD8-activating enzyme E1 regulatory … | calls only at 25 µM | 360,000 compounds, 0.58% hits; in the data active = inhibition above about 36%
Target sequence (P61081 whole entry, looked up): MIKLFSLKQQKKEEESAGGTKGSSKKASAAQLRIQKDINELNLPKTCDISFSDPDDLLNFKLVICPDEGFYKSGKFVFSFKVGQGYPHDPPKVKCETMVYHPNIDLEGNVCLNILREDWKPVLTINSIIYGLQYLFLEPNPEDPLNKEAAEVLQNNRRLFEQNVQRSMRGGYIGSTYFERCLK
Target sequence (Q13564 whole entry, looked up): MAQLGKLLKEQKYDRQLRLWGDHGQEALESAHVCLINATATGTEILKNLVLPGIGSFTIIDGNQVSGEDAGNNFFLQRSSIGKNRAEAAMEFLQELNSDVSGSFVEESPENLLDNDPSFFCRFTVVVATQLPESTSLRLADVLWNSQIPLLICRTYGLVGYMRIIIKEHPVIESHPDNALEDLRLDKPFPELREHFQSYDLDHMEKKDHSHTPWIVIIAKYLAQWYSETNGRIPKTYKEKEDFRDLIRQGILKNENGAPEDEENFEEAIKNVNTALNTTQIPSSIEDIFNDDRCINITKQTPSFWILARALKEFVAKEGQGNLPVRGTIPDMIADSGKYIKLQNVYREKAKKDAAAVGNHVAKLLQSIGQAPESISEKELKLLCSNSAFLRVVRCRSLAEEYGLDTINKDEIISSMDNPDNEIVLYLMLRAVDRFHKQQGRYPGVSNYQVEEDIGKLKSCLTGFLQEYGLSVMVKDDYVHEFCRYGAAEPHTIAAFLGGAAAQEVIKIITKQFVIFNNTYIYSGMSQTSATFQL
TbMetRS inhib: T. brucei MetRS inhibitors, primary screen, biochemical, luminescence. methionyl-tRNA synthetase (Trypanosoma brucei brucei). 360,000 compounds, 0.4% hits. inhibition, % at 11.9 µM. purified T. brucei MetRS, ATP depletion, Kinase-Glo luminescence;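 active = inhibition above a per-plate cutoff of the control wells' mean inhibition plus 3 SD, cut at about 5.5% in these data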;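 note: 0% = DMSO wells median and 100% = median of wells with control inhibitor compound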
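assay system = parasite MetRS enzyme | timing = 15 min preincubation, 2 h reaction, all 25 °C | evaluation = percent inhibition relative to median high and low control wells | medium = HEPES buffer containing pyrophosphatase, BSA, spermine, DTT | compound = single dose, 11.9 µM final nominal, 0.9% final DMSO | detection = Kinase-Glo luminescence, ATP depletion format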
Rin1-Abl PPI inh: inhibitors of Rin1-Abl protein binding, primary screen, biochemical, TR-FRET | AID 588664, 2011 | Tyrosine-protein kinase ABL1 (Homo sapiens) + Ras and Rab interactor 1 (Homo sapiens), … | 360,000 compounds, 0.4% hits | inhibition, % at 7.35 µM; in the data active = inhibition above about 5%, passing the limit was not always enough
PABP1 MLLE inh: inhibitors of PABP1 MLLE–PAM2 peptide binding, primary screen, biochemical, fluorescence polarization, FITC-PAM2, GST-MLLE; Polyadenylate-binding protein 1 (Homo sapiens), P11940; inhibition, % at 20 µM; 360,000 compounds, 0.36% hits; in the data active = inhibition above about 35%, passing the limit was not always enough;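 note: plate controls were DMSO wells with GST-MLLE for no effect and wells lacking GST-MLLE protein for full effect; some results filed as inactive read as strong as hits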
FAS-TE inh: FAS thioesterase domain inhibitors, primary screen, biochemical, fluorescence intensity, uHTS | Fatty acid synthase (Homo sapiens), P49327 | recombinant FAS-TE, OMFH fluorogenic substrate, fluorescence endpoint | inhibition, % at 15 µM | 360,000 compounds, 0.67% hits | AID 602261, 2012;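 active = compounds whose normalised, plate-corrected inhibition of enzyme fluorescence in the single-dose primary screen is 50% or more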;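 note: 0% = DMSO with enzyme and 100% = substrate without enzyme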
* hit, by the source's call; i = inactive; nt = no result given.

SMILES	MsrA inhibitor	CSN deneddyl inh	MsrA act	eLon inh	Neddyl block	TbMetRS inhib	Rin1-Abl PPI inh	PABP1 MLLE inh	FAS-TE inh
c1ccc(N2[C@@H]3c4ccccc4C[C@H]2c2ccccc23)cc1	0.9	1.9	nt	nt	i	0.3	nt	nt	nt
O=C1CCC(=O)N1CCCCCc1nc(-c2ccccc2)no1	0.3	-1.8	-2.4	4.9	i	-0.9	-2.8	17.1	3.0
CCCc1nc(N2CCN(C)CC2)c2sc(=S)n(-c3ccccc3)c2n1	-0.3	-7.1	-0.7	5.1	i	-1.7	-1.9	4.4	17.6
O=C(COC(=O)CCc1ccc(S(=O)(=O)N2CCOCC2)cc1)NCc1ccc(Cl)cc1	0.6	5.0	-2.2	0.6	i	-0.5	1.6	4.8	11.3
Cc1nn(CC(=O)Nc2ccc(S(N)(=O)=O)cc2)c(=O)c2ccccc12	-0.4	-6.7	-1.9	-19.8	i	-0.4	-1.1	14.1	-6.6
COc1cccc(C(=O)COC(=O)COc2c(C)cc(C)cc2C)c1	-1.2	-4.6	-4.0	-11.0	i	-0.4	0.9	-2.2	29.3
CCCn1c(=O)c(C(=O)Nc2c(C)n(C)n(-c3ccccc3)c2=O)c(O)c2ccccc21	-0.1	1.1	4.0	4.7	i	-0.4	0.5	-0.3	2.6
CCOC(=O)c1c(C)cc2c(CO)n[nH]c(=O)c2c1C	0.0	-5.9	0.2	-13.3	i	-0.1	-3.2	14.3	-4.8
Cc1cccc(C)c1-n1nnnc1C1(Nc2ccccc2)CCCCC1	-0.1	2.0	-6.4	4.3	i	0.1	-1.8	5.9	19.1
CCOc1cc(CN2CCCC(C(=O)c3cccc(C(F)(F)F)c3)C2)ccc1O (stereo not drawn)	-1.0	6.2	-8.7	1.8	i	-0.8	-1.9	-0.9	-2.4
C=CCn1c(SCC(=O)c2c(N)n(C)c(=O)n(C)c2=O)nnc1-c1ccncc1	0.0	-4.5	-2.5	2.2	i	0.3	0.2	-26.2	0.2
Cc1ccc(Cl)cc1NC(=S)N(CCN(C)C)Cc1cccs1	-0.8	-6.5	-5.5	2.8	i	-1.0	4.5	17.2	8.8
COCCn1c(-c2cccc(Br)c2)nc2c(c(=O)c3ccccc3n2C)c1=O	-0.2	0.2	3.0	-5.6	i	-0.1	-0.9	7.2	-0.6
CC1CCCC(NC(=S)NC(=O)c2cncc(Br)c2)C1C (stereo not drawn)	-0.3	-19.0	-4.3	-20.2	i	-0.6	-3.1	-4.5	-10.3
CCCNC(=O)Cn1nc([N+](=O)[O-])c([N+](=O)[O-])c1C	-0.1	-10.8	-3.8	3.9	i	0.5	1.5	-8.0	-6.7
O=C(O)C(=O)/C(=C\c1cccc2ccccc12)c1ccc2ccccc2n1	-1.5	20.0	-2.6	-22.4	nt	-0.2	-0.3	-71.5	-43.4
O=C(N/N=C/c1cc(Br)cc(Cl)c1O)c1ccc2c(c1)OCO2	0.4	100.3*	-3.4	3.4	nt	-0.3	-3.6	-37.5	24.4
O[C@@H]1[C@@H](O)C=C2CCN3Cc4cc5c(cc4[C@H]1C23)OCO5 (stereo partly drawn)	-0.3	-4.4	-6.5	0.1	i	-1.5	-0.4	-2.6	-5.7
CN1CCN(C(=O)CCCN2C(=O)/C(=C/c3ccc(Cl)cc3)SC2=S)CC1	nt	5.8	-2.9	-6.9	i	-0.1	-4.0	7.1	8.3
COC(=O)c1[nH]c2ccccc2c1NC(=O)CN1CCN(C(=O)c2ccco2)CC1	-0.2	-6.7	0.5	-3.9	i	-0.3	-1.1	4.5	-6.6
OC(COc1ccccc1)CN1CCN(c2cccc(Cl)c2)CC1 (stereo not drawn)	1.1	2.7	-3.2	-8.3	i	-0.6	2.4	20.7	5.5
CC(=O)OCC1(C)CN(c2ccccc2)N(C(=O)c2ccc(C(C)(C)C)cc2)C1=O (stereo not drawn)	-0.3	0.8	-0.4	-5.9	i	-0.7	-2.9	4.1	28.3
Cc1cc(C)cc(NC(=O)CCNC(=O)c2ccc([N+](=O)[O-])cc2)c1	2.0	3.9	-0.5	-7.0	i	0.2	-1.7	-2.2	69.1*
COc1ccc(CCNC(=O)C2CCN(S(=O)(=O)c3ccc(SC)cc3)CC2)cc1	-0.7	0.2	-2.4	-6.1	i	0.0	4.1	10.7	8.8
CCOC(=O)c1c([N+](=O)[O-])c(C)[nH]c(=O)c1C#N	-1.0	3.5	-4.7	3.0	i	-1.2	-1.7	-9.8	-3.7

4 compounds out of the list above, ordered by the number in MsrA inhibitor, ascending.
SMILES	MsrA inhibitor
CCOc1cc(CN2CCCC(C(=O)c3cccc(C(F)(F)F)c3)C2)ccc1O (stereo not drawn)	-1.0
COCCn1c(-c2cccc(Br)c2)nc2c(c(=O)c3ccccc3n2C)c1=O	-0.2
CCCNC(=O)Cn1nc([N+](=O)[O-])c([N+](=O)[O-])c1C	-0.1
C=CCn1c(SCC(=O)c2c(N)n(C)c(=O)n(C)c2=O)nnc1-c1ccncc1	0.0

Additional records.
SMILES	MsrA inhibitor	CSN deneddyl inh	MsrA act	eLon inh	Neddyl block	TbMetRS inhib	Rin1-Abl PPI inh	PABP1 MLLE inh	FAS-TE inh
CNC(=O)N1c2ccccc2NC(=O)CC1C (stereo not drawn)	-0.1	0.1	-2.0	-3.3	i	1.9	5.9	-11.8	-0.7
O=C(Cn1c(=O)oc2ccccc21)N1CCN(S(=O)(=O)c2ccccc2)CC1	1.1	-2.7	-0.9	-10.4	i	-0.2	-0.8	-2.5	-8.2
Cc1cccc(NC(=O)CCN2C(=O)c3cccc([N+](=O)[O-])c3C2=O)c1	0.8	-3.3	-1.9	6.2	i	-0.1	-0.4	4.0	3.2
OCCC1CN(C2CCSCC2)CCN1C1CCCC1 (stereo not drawn)	1.0	1.6	0.7	-3.5	i	-0.1	-0.9	-6.6	-4.7
O=C(NC1CCCCC1)N1CCN(Cc2ccco2)CC1	-0.1	-3.1	-2.8	-4.0	i	-0.2	1.8	0.9	0.2
O=C(CCSc1nnc(-c2ccncc2)o1)Nc1cccc(Cl)c1	-0.6	-3.8	-3.2	-9.8	i	-0.2	2.4	-18.8	-2.2
COc1ccc(OCC(=O)Nc2ccc3c(c2)nc(CCN2CCCC2)n3C)cc1	-0.8	0.5	-2.4	-3.3	i	-0.2	1.0	-13.6	-6.5
CC(=O)c1c(C)cc(C)c(CSc2ccccn2)c1C	-0.6	0.9	-3.1	-2.6	i	0.3	0.3	-108.8	6.4
O=c1cnnc(N/N=C/C2CC=CCC2)[nH]1 (stereo not drawn)	-0.3	-0.2	-3.1	-1.5	i	-0.2	-2.3	-12.1	-2.7
Cc1cccc2nnc(-c3ccccc3)n12	-0.5	-1.7	-2.1	-9.9	i	-0.1	1.1	2.8	-5.5
Cc1cc(C(=O)N/N=C/c2ccc(-c3ccc([N+](=O)[O-])cc3C)o2)n[nH]1	0.3	15.9	-0.3	13.3	i	0.2	-1.6	-19.6	-9.0
CC(C)c1cc(Cn2c3ccccc3c(=O)n2C(C)Cn2cc(C3CC3)nn2)on1 (stereo not drawn)	-0.7	2.4	nt	nt	nt	-0.7	nt	nt	nt
Cc1csc(NC(=O)CSc2ccc([N+](=O)[O-])cn2)n1	3.0	-3.1	-3.4	-1.2	i	0.2	-1.4	16.8	43.5
CCCn1c(SCC(=O)Nc2nc3ccccc3s2)nc2c1c(=O)n(C)c(=O)n2C	1.9	-0.1	-2.0	13.5	i	-0.4	1.6	20.2	-1.8
Cc1sc2ncnc(N3CCC(C(=O)N4CC(C)SC4=Nc4ccc(Cl)cc4)CC3)c2c1C (stereo not drawn)	-0.3	-6.9	-1.2	-1.7	i	-0.1	-4.2	7.4	34.2
Cc1cccc(C(=O)OCC(=O)NCCCc2ccccc2)c1	0.6	-14.9	-0.3	6.4	i	-1.0	-0.4	17.1	0.9
CCCS(=O)(=O)N1CCC(C(=O)NCCc2ccc(C)cc2)CC1	-1.0	-2.2	-1.0	4.8	i	0.1	2.3	3.1	-9.0
O=C(Cc1ccc(Br)cc1)NCc1ccccc1	1.2	-1.0	0.0	-1.4	i	-0.4	0.3	-3.1	-1.4
O=S(=O)(c1ccc2c(c1)nc1n2CCC1)N1CCOCC1	0.2	-2.5	-0.7	7.6	i	-0.1	-2.2	8.4	-5.7
COc1cccc(C(c2sc3nc(C)nn3c2O)N2CCC3(CC2)OCCO3)c1 (stereo not drawn)	-0.2	-13.9	-7.7	1.1	i	-0.6	2.0	-1.0	-8.7
CCOc1ccc(NC(=O)CSc2nnc(CNC(=O)c3cccs3)o2)cc1	-0.8	2.0	0.3	-8.3	i	-0.3	8.1	26.6	-6.2
CCN(C)C1CN(Cc2cn(Cc3ccc(C)cc3)nn2)S(=O)(=O)C1 (stereo not drawn)	-0.7	-2.1	-1.4	0.0	i	-0.6	nt	nt	-7.5
Cc1sc2ncnc(N[C@@H](Cc3c[nH]c4ccccc34)C(=O)O)c2c1C	1.4	0.7	-2.1	-6.6	i	-0.1	-0.9	-2.1	-3.7
Cn1c(=O)c2c(ncn2Cc2ccccc2)n(C)c1=O	-1.2	4.5	-2.5	1.9	i	-0.4	-2.2	-4.4	-1.5
Nc1nc(SCC(=O)N2CCOCC2)[nH]c(=O)c1-c1ccccc1	1.2	2.6	-2.0	4.7	i	-0.1	-2.0	7.1	0.1

Look-ups from the entries so far.
CC(C)c1cc(Cn2c3ccccc3c(=O)n2C(C)Cn2cc(C3CC3)nn2)on1 (stereo not drawn) in CSN deneddyl inh is listed with 2.4
CNC(=O)N1c2ccccc2NC(=O)CC1C (stereo not drawn) in Rin1-Abl PPI inh is listed with 5.9

Other entries follow.
SMILES	MsrA inhibitor	CSN deneddyl inh	MsrA act	eLon inh	Neddyl block	TbMetRS inhib	Rin1-Abl PPI inh	PABP1 MLLE inh	FAS-TE inh
N#Cc1nc(COc2ccc(Cl)cc2)oc1N1CCN(Cc2ccccc2)CC1	1.4	3.8	-0.8	-3.1	i	-0.3	-1.5	-0.3	21.2
CC(=O)Nc1cccc(C(=O)OCC(=O)NCc2cc(C)c(O)c(C)c2)c1	2.2	-3.2	-1.4	-6.2	i	-0.3	-2.0	7.5	-2.8
COc1ccc(NC(=O)CNC(=O)c2ccco2)cc1	-1.2	0.8	-13.0	7.3	i	-1.1	3.6	4.5	-1.8
O=C(COC(=O)COc1cccc(F)c1)NCC1CCCCC1	1.2	-3.2	-4.5	-7.4	i	-0.3	3.6	-7.4	-3.4
O=C(CN1C(=O)CCSc2ccccc21)Nc1ccccc1	-0.1	0.9	-3.2	2.5	i	0.2	3.7	14.1	0.1
N#Cc1ccc(C(=O)OCC(=O)N2CCCCCC2)cc1	-1.7	-0.7	-12.5	10.8	i	-0.4	5.3	0.3	-4.0
